EP2 mod – modulates human prostaglandin E2 receptor EP2 signaling | 0.83% of 260,000 active | AID 940 | EP2-expressing cells, cAMP HTRF FRET, PGE2 co-stimulation | induction, % at 25 µM | P43116;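 active means compounds whose cAMP rise, as percent of the full-agonist control response, exceeds 60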;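 further: rat C6 glioma line stably carrying human EP2 under a CMV promoter; the protocol text gives 20 µM as final concentration; 100% = response of wells given 1 µM PGE2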
Target sequence (P43116 whole entry, looked up): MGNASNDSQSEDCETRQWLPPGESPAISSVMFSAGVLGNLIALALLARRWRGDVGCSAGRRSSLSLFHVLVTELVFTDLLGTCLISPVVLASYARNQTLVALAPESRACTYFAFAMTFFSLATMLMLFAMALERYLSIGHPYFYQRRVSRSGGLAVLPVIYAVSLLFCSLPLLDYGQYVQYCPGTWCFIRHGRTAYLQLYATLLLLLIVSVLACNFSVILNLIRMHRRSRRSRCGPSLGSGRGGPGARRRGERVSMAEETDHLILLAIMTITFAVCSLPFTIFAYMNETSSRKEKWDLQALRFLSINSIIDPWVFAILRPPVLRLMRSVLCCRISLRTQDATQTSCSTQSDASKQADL
TRPML3 ag – activates the human TRPML3 channel; Q8TDD5; AID 1448; HEK293 TRPML3-YFP, Fluo-8 calcium fluorescence; 100% = the carbachol control signal; activation, % at 3 µM; 0.29% of 220,000 active;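 active means activation above its plate's cutoff, the mean activation of the plate's test wells plus 3 SD, cut at about 12% in these data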;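 further: 0% = DMSO only wells and 100% = carbachol wells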
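system = HEK293 cells stably carrying human TRPML3-YFP | doses = one concentration, 3 µM nominal, 0.3% DMSO | timing = dye loading 1 h 37 °C then 30 min ambient, 125 s read | detection = Fluo-8 calcium dye fluorescence, ex 470-495, em 515-575 nm | benchmarks = high control carbachol 87 µM, low control DMSO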
PERK inh – human PERK inhibition, primary cell-based screen; CHO PERK-DD fusion, SEAP luminescence translation reporter; inhibition, % at 5.6 µM; 0.17% of 220,000 active;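 active means inhibition above the mean inhibition of all tested compounds plus 3 SD, set separately per screening campaign, cut at about 2.9% in these data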;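 further: PERK kinase domain activated by AP20187 dimerizer at 100 nM; 0% = DMSO with dimerizer and 100% = rapamycin at 8.4 µM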
S1P4 agonist – agonists of human S1P4 receptor. O95977. S1P4-expressing cell line, agonist reporter assay. activation, % at 4.98 µM. 0.35% of 220,000 active. AID 1509; in the data active means activation above about 11%;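 further: 0% = DMSO vehicle and 100% = reference agonist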
Target sequence (O95977 whole entry, looked up): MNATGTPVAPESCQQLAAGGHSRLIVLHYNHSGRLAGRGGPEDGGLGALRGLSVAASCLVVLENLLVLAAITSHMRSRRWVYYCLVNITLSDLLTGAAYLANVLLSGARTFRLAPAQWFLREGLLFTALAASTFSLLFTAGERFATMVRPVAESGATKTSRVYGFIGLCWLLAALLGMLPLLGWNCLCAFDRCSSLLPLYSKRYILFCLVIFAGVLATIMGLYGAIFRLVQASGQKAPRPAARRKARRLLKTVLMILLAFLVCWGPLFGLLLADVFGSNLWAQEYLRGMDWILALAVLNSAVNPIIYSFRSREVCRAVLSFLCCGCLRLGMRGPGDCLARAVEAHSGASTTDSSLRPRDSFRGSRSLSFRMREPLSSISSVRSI
Calpain2 inh – inhibitors of pig calpain II. purified calpain II, fluorogenic peptide substrate, 30 min. inhibition, % at 16 µM. 0.37% of 220,000 active. AID 1236;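 active means inhibition above about 50%, limit read from the data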
zfTRPN1 agonist – zebrafish TRPN1 (NompC) channel agonism; activation, % at 3 µM; HEK293 zebrafish TRPN1-YFP, Fluo-8 calcium fluorescence; 100% = response to 87 µM carbachol; 0.18% of 220,000 active;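 active means activation above its plate's cutoff, the mean activation of test wells on that plate plus 3 SD, cut at about 19% in these data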;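 further: 0% = DMSO alone and 100% = 87 µM carbachol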
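Material – zebrafish TRPN1-YFP in HEK293 cells · Doses – 3 µM single point · Schedule – dye 1 h 37 °C plus 30 min RT · Signal – Fluo-8 calcium fluorescence, excitation 470-495 nm, emission 515-575 nm · Read-out – % activation versus carbachol response · Control set – carbachol high, DMSO low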
S1P4 antagonist – blocks the human S1P4 receptor; O95977; S1P4-expressing cells, antagonist mode, reporter read-out; inhibition, % at 4.98 µM; 0.26% of 220,000 active; in the data active means inhibition above about 29%;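 further: 0% = wells stimulated with agonist and 100% = vehicle wells without agonist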
Ba/F3 V617F tox – lowers viability of Ba/F3 cells expressing EpoR and JAK2V617F | ATP luminescence | inhibition, % at 5.6 µM | 1.1% of 220,000 active;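 active means inhibition above the campaign mean plus 3 SD over all tested compounds, cut at about 24% in these data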;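 further: cytokine-independent growth of Ba/F3 cells driven by EpoR plus mutant JAK2; 0% = DMSO-treated cells and 100% = JAK inhibitor I control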
BaF3 parental – parental Ba/F3 viability inhibition as JAK2V617F counter-screen; CellTiter-Glo ATP luminescence; 1.1% of 220,000 active; inhibition, % at 5.6 µM;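 active means inhibition above a per-campaign cutoff, the mean inhibition of all tested compounds plus 3 SD, cut at about 27% in these data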;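 further: 0% = DMSO wells and 100% = JAK Inhibitor I control wells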
* marks the source's active call; other numbers are inactive results; i = inactive. Outcome played no part in choosing rows; any-hit rate near 3.6%.

SMILES	EP2 mod	TRPML3 ag	PERK inh	S1P4 agonist	Calpain2 inh	zfTRPN1 agonist	S1P4 antagonist	Ba/F3 V617F tox	BaF3 parental
CCCN(C(=O)CSc1nnc(-c2ccoc2C)n1N)C1CCS(=O)(=O)C1 (configuration not stated)	4	1.0	1.7	-0.1	-16	0.7	-6	-2	1
COc1ccc(S(=O)(=O)NNC(=O)c2cc3ccccc3o2)cc1	-23	0.6	0.4	1.2	8	1.9	-23	-3	7
COc1ccc(-c2nn(CC(=O)N(C)C)c(=O)c3ccccc23)cc1	7	0.6	1.4	1.8	-95	0.0	-4	-2	0
Cc1ccnc(SCC(=O)N2CCN(C(c3ccccc3)c3ccccc3)CC2)n1	15	-2.0	-1.9	1.8	24	-3.0	-9	-1	4
Cc1oc2c(CN(C)C)c(O)ccc2c(=O)c1-c1cscn1	3	-0.2	0.1	0.5	-484	1.4	-9	-4	5
COc1ccc(/C=N/OCC(=O)N(Cc2ccc(OC)cc2)c2ccccc2C(=O)O)cc1	17	0.7	1.1	0.5	-32	0.2	-25	1	6
O=c1c2ccccc2nc(COc2ccccc2)n1/N=C/c1cc([N+](=O)[O-])ccc1O	-2	0.4	1.2	-0.9	-27	1.0	-9	-1	3
Cc1oc2c(c1C(=O)Nc1ccc(C(=O)O)cc1)CCCC2	10	1.0	-0.1	-4.3	6	0.1	0	-1	4
OC(CN1CCN(Cc2ccccc2)CC1)c1ccccc1 (configuration not stated)	-20	0.3	0.0	1.7	19	-0.7	1	-1	-3
CC(C)(C)c1ccc(C(=O)NNc2cc(N3CCCCC3)nc(N3CCCCC3)n2)cc1	60	0.8	-0.2	-0.2	-37	1.5	-4	-3	-1
CCOC(=O)Cn1cnc([N+](=O)[O-])n1	31	0.8	0.4	-0.4	-8	0.1	-4	3	6
CC1(C)CC(=O)c2cc(OCC(=O)N3CCCCCC3)ccc2O1	-3	0.7	-0.5	-1.3	i	0.2	-10	-5	4
COc1ccc(CC(=O)NCc2n[nH]c(=S)n2-c2ccc(Br)cc2)cc1	33	0.7	0.4	1.9	-55	1.9	9	-2	11
CCC(=O)Nc1ccc(C(=O)OCc2ccccc2)cc1	-16	0.8	0.2	-1.1	-10	1.1	-7	-4	0
CCC(=O)Nc1c2c(nn1-c1ccc(F)cc1)CS(=O)C2 (configuration not stated)	16	0.1	0.7	0.4	-14	0.0	-26	-2	6

7 structures from above, sorted by length of the SMILES, high to low.
SMILES	EP2 mod	TRPML3 ag	PERK inh	S1P4 agonist	Calpain2 inh	zfTRPN1 agonist	S1P4 antagonist	Ba/F3 V617F tox	BaF3 parental
COc1ccc(/C=N/OCC(=O)N(Cc2ccc(OC)cc2)c2ccccc2C(=O)O)cc1	17	0.7	1.1	0.5	-32	0.2	-25	1	6
CC(C)(C)c1ccc(C(=O)NNc2cc(N3CCCCC3)nc(N3CCCCC3)n2)cc1	60	0.8	-0.2	-0.2	-37	1.5	-4	-3	-1
CCCN(C(=O)CSc1nnc(-c2ccoc2C)n1N)C1CCS(=O)(=O)C1 (configuration not stated)	4	1.0	1.7	-0.1	-16	0.7	-6	-2	1
COc1ccc(-c2nn(CC(=O)N(C)C)c(=O)c3ccccc23)cc1	7	0.6	1.4	1.8	-95	0.0	-4	-2	0
COc1ccc(S(=O)(=O)NNC(=O)c2cc3ccccc3o2)cc1	-23	0.6	0.4	1.2	8	1.9	-23	-3	7
OC(CN1CCN(Cc2ccccc2)CC1)c1ccccc1 (configuration not stated)	-20	0.3	0.0	1.7	19	-0.7	1	-1	-3
CCOC(=O)Cn1cnc([N+](=O)[O-])n1	31	0.8	0.4	-0.4	-8	0.1	-4	3	6

Next part:
SMILES	EP2 mod	TRPML3 ag	PERK inh	S1P4 agonist	Calpain2 inh	zfTRPN1 agonist	S1P4 antagonist	Ba/F3 V617F tox	BaF3 parental
CC(=O)Nc1ccc(NC(=O)CN(c2ccc(C34CC5CC(CC(C5)C3)C4)cc2)S(C)(=O)=O)cc1	-2	0.9	0.6	0.5	-24	-1.2	-7	2	3
CCOC(=O)/C(=N/Nc1ccc(Cl)cc1)S(=O)(=O)c1ccccc1	20	-0.3	-0.8	-0.5	28	-1.8	-3	-3	-1
CCOCc1c(C(=O)OCC(=O)Nc2ccc(C)c(S(=O)(=O)N(C)C)c2)oc2ccccc12	-5	-0.4	-1.0	-1.4	21	1.6	-22	-2	1
c1cc2c3c(cccc3c1)C(N1CCCCCC1)=N2	-13	-0.3	-0.9	0.9	-221	-0.1	-11	0	5
Cc1ccccc1NC(=S)NNC(=O)c1cccc(Br)c1	-42	-0.9	0.5	0.3	22	2.0	1	-1	2
CC(=O)Oc1c(C)c(OC(C)=O)c2c(c1C(C)=O)OC1CC(=O)C(C(C)=O)=C(O)C21C (configuration not stated)	-6	0.4	0.0	1.2	1	1.4	-14	3	2
Cc1cc2nc(/C=C/c3nc4cc(C)c(C)cc4[nH]3)[nH]c2cc1C	1	0.2	0.2	0.9	-11	2.3	15	-7	1
Cc1ccc(F)cc1NC(=O)c1c(-c2ccccc2)noc1C	5	-1.6	0.3	-0.3	-15	-2.2	-10	-3	2
C=CCn1c(SCC(=O)Nc2nnc(CC)s2)nnc1-c1ccco1	13	0.0	1.1	29*	19	-0.6	-15	-4	2
Cc1ccc(C(=O)CN2CCC(NC(=O)C3CCCCC3)CC2)cc1	-4	0.6	0.8	-4.3	2	2.1	0	-1	5
CC(=O)Nc1ccc(S(=O)(=O)Oc2ccc(C(=S)N3CCC(O)CC3)cc2)cc1	-46	-0.1	0.3	1.8	-2	0.6	-15	0	5
COc1cc(C2NC(=O)c3ccccc3O2)cc(OC)c1OC (configuration not stated)	12	0.6	0.4	-1.5	-25	2.2	-7	0	6
Cc1ccnc(NS(=O)(=O)c2ccc(NC(=O)c3ccc([N+](=O)[O-])s3)cc2)n1	11	0.6	0.8	1.3	-40	1.4	-1	3	5
Cc1cc(C(=O)NNC(=S)NCc2ccccc2)cs1	16	0.4	1.1	0.5	-4	1.3	2	1	7
COc1ccc(N2CCN(CCCNC(=O)C3CCCN(S(=O)(=O)c4c(C)n[nH]c4C)C3)CC2)cc1 (configuration not stated)	12	1.5	0.8	0.6	23	-0.4	-7	-1	6
COc1cccc(-c2cc(C(F)(F)F)nc(N3CCOCC3)n2)c1	35	-1.0	0.0	-4.2	-8	-1.2	-5	2	1
O=C(CCc1nc2ccccc2c(=O)[nH]1)N1CCN(c2ccc(F)cc2)CC1	-37	0.3	0.1	1.5	-8	0.1	-5	3	11
O=S(=O)(Nc1ncccn1)c1ccc(NS(=O)(=O)c2cc(Cl)ccc2Cl)cc1	27	0.2	1.1	-0.1	-30	-1.4	-4	-3	-5
c1ccc(Cn2c(CSc3nnnn3-c3ccccc3)nc3ccccc32)cc1	33	0.0	-0.8	-0.6	-32	-0.3	10	-3	0
CCOc1cc(/C=C2/C(=N)N3OC(C)=CC3=NC2=O)ccc1OCCOc1ccccc1	30	-0.1	-0.2	-0.8	-81	-1.8	-1	-3	0
CC(=O)c1c(N2CCCC2)nc(=S)n(-c2ccccc2)c1C	10	0.6	0.2	-4.3	0	-0.7	-4	-4	5
OCCCc1nc2n(n1)C(c1ccccc1)C=C(c1ccccc1)N2 (configuration not stated)	7	0.2	1.2	-1.0	-347	2.4	22	-3	9
CCOC(=O)CSc1ncnc2c(C(=O)OCC)c3n(c12)CCC3	-10	0.5	0.7	0.2	7	-1.1	3	-4	2
COc1ccc2cc(/C=N/NC(=O)c3c(Cl)cnn3C)c(Cl)nc2c1	12	0.1	-0.1	-1.8	-128	0.7	-9	4	0
O=C1N/C(=C/c2ccsc2)C(=O)N1c1ccccc1	-55	-0.2	0.4	0.0	1	3.0	-3	-3	4
COc1ccc(/C=C/C(=O)OCC(=O)NC(=O)NC(C)(C)C)cc1	25	-0.8	-0.3	0.9	-11	-3.2	-9	-1	0
CCOC(=O)N1CCN(C(=O)CCc2c(C)nc3c(c(C)nn3-c3ccc(C)c(C)c3)c2C)CC1	10	0.9	0.1	-0.9	-147	1.7	-14	3	1
CCOC(=O)/C(C#N)=C1/C=CNC(=O)N1	9	1.3	0.2	2.0	-16	1.1	-1	6	11
CN(C)CCCNC(=O)c1ccc(CN(c2ccccc2)S(C)(=O)=O)cc1	0	0.7	-1.0	-0.3	19	0.4	-21	0	2
Cc1ccccc1NC(=O)c1ccc(COc2ccc3c(C)cc(=O)oc3c2)cc1	-8	0.2	0.9	-0.4	-60	1.1	8	0	5
CC1CCN(C(=O)CNC(=O)Cc2ccccc2)CC1	6	0.7	0.9	0.3	-6	0.8	11	-1	4
Cc1cc(C(=O)OCC(=O)N(C)C2CCS(=O)(=O)C2)c(C)n1-c1ccccc1 (configuration not stated)	0	-0.1	0.5	1.0	-4	1.0	11	-2	2
Cc1ccc2[nH]c3c(c2c1)CN(C(=O)CN(C)CC1OCCO1)CC3	5	0.9	-0.3	0.1	-14	1.0	-14	-1	6
COc1ccc(N/C(=N/c2nc(C)cc(C)n2)NC(=O)c2ccccc2)cc1	7	0.5	0.2	-0.8	6	0.6	6	-1	-11
CCCNC(=O)OCc1cccnc1Sc1ccc(C)cc1	-23	-1.1	0.3	-0.1	37	-1.8	10	-4	4
COc1ccc(S(=O)(=O)N2CCCCC2)cc1NC(=S)Nc1ccccc1	-3	0.5	0.7	-1.7	15	0.6	-11	2	7
O=C(CCn1c(=S)oc2ccccc21)Nc1ccccc1F	-15	-0.3	-0.2	2.6	27	-0.4	-6	1	6
CCN1C(=O)NC(c2cccnc2)C(C(=O)OC)=C1C (configuration not stated)	19	0.3	2.0	-0.9	-21	0.8	0	-1	3
CCCCC(=O)Nc1nnc(CCOC)s1	27	0.4	0.9	0.8	-7	-0.1	-4	0	7
